Plk1 PBD FP: inhibitors of human Plk1 polo box domain binding | P53350 | Plk1 PBD phosphopeptide binding, fluorescence polarization | inhibition, %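 (tested at about 20 µM)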 | 97,000 compounds, 0.13% hits | AID 693; in the data active means inhibition above about 34%, passing the limit was not always enough
PLAP activator: human PLAP activation | AID 696 | purified PLAP enzyme, luminescent substrate read-out; active compounds read high | 96,000 compounds, 1.2% hits | activation fold at 20 µM; in the data active means activation fold above about 2
Target sequence (P05187 whole entry, looked up): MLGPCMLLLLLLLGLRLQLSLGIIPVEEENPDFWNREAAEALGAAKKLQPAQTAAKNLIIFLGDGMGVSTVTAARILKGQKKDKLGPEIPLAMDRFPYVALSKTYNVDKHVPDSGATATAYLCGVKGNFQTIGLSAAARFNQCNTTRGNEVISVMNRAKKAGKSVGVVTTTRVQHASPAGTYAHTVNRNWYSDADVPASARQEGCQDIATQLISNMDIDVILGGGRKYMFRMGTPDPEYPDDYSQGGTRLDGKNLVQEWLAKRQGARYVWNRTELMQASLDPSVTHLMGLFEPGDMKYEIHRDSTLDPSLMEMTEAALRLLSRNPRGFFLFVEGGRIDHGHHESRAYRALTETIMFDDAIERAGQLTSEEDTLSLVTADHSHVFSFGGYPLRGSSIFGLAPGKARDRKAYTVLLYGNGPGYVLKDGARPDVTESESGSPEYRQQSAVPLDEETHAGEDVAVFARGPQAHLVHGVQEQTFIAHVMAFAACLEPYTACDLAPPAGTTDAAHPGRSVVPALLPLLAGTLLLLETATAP
MT1-MMP txn act: MT1-MMP promoter transcription activation; HT1080 MT1-MMP promoter luciferase reporter, luminescence, overnight; active compounds read high; activation factor at 10 µM; 86,000 compounds, 0.16% hits; AID 750;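 active means activation factor of at least 2 for MT1-MMP transcription at 10 µM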
S1P2 ag: S1P2 (human) receptor agonism. activation, % at 4.5 µM. O95136. 97,000 compounds, 0.46% hits. S1P2-expressing cell line, agonist reporter read-out. AID 729; in the data active means activation above about 16%;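 further: 0% = vehicle low control and 100% = maximal reference agonist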
Target sequence (O95136 whole entry, looked up): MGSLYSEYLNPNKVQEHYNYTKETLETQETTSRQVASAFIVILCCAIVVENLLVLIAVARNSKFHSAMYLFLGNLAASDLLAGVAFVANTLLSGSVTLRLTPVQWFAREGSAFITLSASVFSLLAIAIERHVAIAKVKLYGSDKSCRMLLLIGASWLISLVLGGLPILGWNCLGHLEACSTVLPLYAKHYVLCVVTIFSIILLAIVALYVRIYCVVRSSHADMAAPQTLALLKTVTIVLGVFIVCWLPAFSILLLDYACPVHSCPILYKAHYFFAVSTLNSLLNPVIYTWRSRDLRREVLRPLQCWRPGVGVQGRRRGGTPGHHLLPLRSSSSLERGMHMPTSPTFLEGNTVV
HIV Rev-RRE inh: inhibitors of HIV-1 Rev-RRE RNA interaction | P05866 | Rev peptide-RRE RNA binding, FRET | inhibition, % at 8 µM | 97,000 compounds, 0.79% hits;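 active means inhibition above the screen-wide mean plus 3 SD, cut at about 35% in these data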;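 further: 0% = median DMSO wells and 100% = median Neomycin B control wells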
Target sequence (P05866 whole entry, looked up): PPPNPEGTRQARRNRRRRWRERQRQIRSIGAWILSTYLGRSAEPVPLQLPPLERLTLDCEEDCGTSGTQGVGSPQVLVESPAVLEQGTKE
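Test system – labelled RRE RNA duplex and labelled Rev peptide · Reagent – labelled Rev peptide · Doses – one concentration, 8 µM nominal · Incubation – 5 + 15 min at 25 °C · Signal – FRET fluorescence readout · Read-out basis – % inhibition of FRET ratio versus controls · Control set – DMSO wells as 0% and neomycin B wells as 100% inhibition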
S1P2 antag: blocks the human S1P2 receptor | O95136 | cell-based S1P2 antagonist assay, inhibition at 5 uM | inhibition, % at 5 µM | 97,000 compounds, 0.21% hits | AID 736; in the data active means inhibition above about 45%;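 further: CRE beta-lactamase reporter cells expressing human S1P2 stimulated with S1P; 0% = agonist at EC80 alone and 100% = agonist plus reference antagonist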
EphB4 ephrin blk: blocks human EphB4 binding to ephrin-B2; P54760; EphB4 LBD / TNYL-RAW-Alexa532 peptide, fluorescence polarization; inhibition, % at 7 µM; 97,000 compounds, 0.15% hits; AID 720;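 active means inhibition above the screen-wide mean inhibition plus 3 SD, cut at about 15% in these data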;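 further: 0% = DMSO wells and 100% = excess unlabeled TNYL-RAW peptide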
FAK inh: FAK (human) kinase inhibition; Q05397; biochemical FAK kinase activity assay; inhibition, %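 (tested at 7 µM)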; 97,000 compounds, 0.84% hits; AID 727; in the data active means inhibition above about 19%;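 further: 0% = DMSO and 100% = reference compound high control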
PLK1 inh: blocks human PLK1 kinase activity; P53350; recombinant PLK1 kinase, TR-FRET peptide phosphorylation; inhibition, % at 10 µM; 97,000 compounds, 0.53% hits;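 active means inhibition of 50% or more in the single-concentration screen; inactive means inhibition below 50%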;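 further: 0% = DMSO max control and 100% = H-89 dihydrochloride min control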
* hit, by the source's call.

Screening OC(CN1CCN(c2ccccn2)CC1)Cn1c2ccc(Cl)cc2c2cc(Cl)ccc21 (stereo unspecified) returned Plk1 PBD FP 12, PLAP activator 1.8, S1P2 ag -1, HIV Rev-RRE inh -2, S1P2 antag -30, EphB4 ephrin blk -2, FAK inh 4 and PLK1 inh -6.
Screening C/C(CC1(O)C(=O)N(Cc2ccccc2)c2ccccc21)=N\O (stereo unspecified) returned Plk1 PBD FP 13, PLAP activator 1, MT1-MMP txn act 1.2, S1P2 ag -11, HIV Rev-RRE inh 6, S1P2 antag -6, EphB4 ephrin blk 2, FAK inh -4 and PLK1 inh -4.
`Cc1c(Br)cc(-c2nnco2)cc1Br` gave Plk1 PBD FP -12, PLAP activator 1, MT1-MMP txn act 1.2, S1P2 ag -6, HIV Rev-RRE inh 4, S1P2 antag -8, EphB4 ephrin blk -7, FAK inh 8 and PLK1 inh -4.
CCCN1CCN(CCCNC(=O)C2CCN(c3nnc(-n4cccc4)s3)CC2)CC1 was read as Plk1 PBD FP 14, PLAP activator 1.5, MT1-MMP txn act 1.2, S1P2 ag -5, HIV Rev-RRE inh 1, S1P2 antag 23, EphB4 ephrin blk -1, FAK inh 3 and PLK1 inh -2.
O=C(O)c1cc2nc(-c3ccc(F)cc3)cc(C(F)(F)F)n2n1 was read as Plk1 PBD FP -2, PLAP activator 1.2, MT1-MMP txn act 1.2, S1P2 ag -2, HIV Rev-RRE inh 8, S1P2 antag -1, EphB4 ephrin blk 4, FAK inh 0 and PLK1 inh -4.
Screening CC(Sc1nc2ccccc2s1)C(=O)N1CCOCC1 (stereo unspecified) returned Plk1 PBD FP -28, PLAP activator 1.2, MT1-MMP txn act 1.8, S1P2 ag -6, HIV Rev-RRE inh 5, S1P2 antag 15, EphB4 ephrin blk 6, FAK inh 4 and PLK1 inh -11.
`COc1ccc(-c2nc3nc(C)cc(=O)n3[nH]2)cc1` gave Plk1 PBD FP -9, PLAP activator 1, MT1-MMP txn act 1.1, S1P2 ag 2, HIV Rev-RRE inh 6, S1P2 antag -20, EphB4 ephrin blk -1, FAK inh -1 and PLK1 inh -10.
`Cc1ccc(S(=O)(=O)N2CCC(C(=O)N3CCC(C(=O)NCc4cccnc4)CC3)CC2)cc1` gave Plk1 PBD FP 8, PLAP activator 1.6, MT1-MMP txn act 1, S1P2 ag 0, HIV Rev-RRE inh 3, S1P2 antag -9, EphB4 ephrin blk -5, FAK inh -3 and PLK1 inh -7.
Screening O=C(NCCCN1CCOCC1)C1CC(=O)N(CCc2ccccc2)C1 (stereo unspecified) returned Plk1 PBD FP -14, PLAP activator 1, MT1-MMP txn act 1.1, S1P2 ag 2, HIV Rev-RRE inh 2, S1P2 antag 6, EphB4 ephrin blk 3, FAK inh -2 and PLK1 inh -6.
COc1ccc(NC(=O)N2CCC(O)(c3cccnc3)CC2)c(OC)c1 was read as Plk1 PBD FP -6, PLAP activator 1.1, MT1-MMP txn act 1, S1P2 ag -2, HIV Rev-RRE inh 5, S1P2 antag -78, EphB4 ephrin blk 3, FAK inh -2 and PLK1 inh -8.
CS(=O)(=O)N1CCN(c2ccc(NC(=O)c3ccc(Br)o3)cc2)CC1 was read as Plk1 PBD FP -13, PLAP activator 0.9, MT1-MMP txn act 1.3, S1P2 ag -3, HIV Rev-RRE inh 5, S1P2 antag -6, EphB4 ephrin blk 0, FAK inh -2 and PLK1 inh 4.
COCCN(C(=O)CCC(=O)Nc1cccnc1)C(C(=O)NC1CCCCC1)c1ccccc1 (stereo unspecified) was read as Plk1 PBD FP -12, PLAP activator 1.3, MT1-MMP txn act 1.2, S1P2 ag 0, HIV Rev-RRE inh -4, S1P2 antag 6, EphB4 ephrin blk -2, FAK inh 0 and PLK1 inh -1.
`CCn1cc(S(=O)(=O)CC(=O)Nc2cc(C)on2)c2ccccc21` gave Plk1 PBD FP -33, PLAP activator 1.1, MT1-MMP txn act 1.1, S1P2 ag -4, HIV Rev-RRE inh 6, S1P2 antag 0, EphB4 ephrin blk 8, FAK inh 0 and PLK1 inh 8.
CCN(CC)C(=O)CSc1nnc(-c2ccccc2)n1N was read as Plk1 PBD FP 13, PLAP activator 1, MT1-MMP txn act 1.2, S1P2 ag -9, HIV Rev-RRE inh 3, S1P2 antag 1, EphB4 ephrin blk -4, FAK inh -1 and PLK1 inh -14.
Screening Cc1cccc(CCNC(=O)C2CCN(S(=O)(=O)c3cccc4nsnc34)CC2)c1 returned Plk1 PBD FP -25, PLAP activator 0.9, MT1-MMP txn act 1.1, S1P2 ag -9, HIV Rev-RRE inh 8, S1P2 antag 9, EphB4 ephrin blk 1, FAK inh 1 and PLK1 inh -8.
O=c1c2ccccc2nc2c3ccccc3c(NCCN3CCOCC3)nn12 was read as Plk1 PBD FP -18, PLAP activator 1.7, MT1-MMP txn act 1, S1P2 ag 6, HIV Rev-RRE inh 11, S1P2 antag -30, EphB4 ephrin blk 3, FAK inh -1 and PLK1 inh -11.
`COC(=O)c1cc(-c2c(C)nn(-c3ccccc3)c2C)n[nH]1` gave Plk1 PBD FP 18, PLAP activator 1.2, MT1-MMP txn act 1.4, S1P2 ag -4, HIV Rev-RRE inh 4, S1P2 antag -19, EphB4 ephrin blk -49, FAK inh -1 and PLK1 inh -7.
O=C(Nc1nnc(-c2ccc(Cl)cc2)o1)Nc1ccccc1Cl was read as Plk1 PBD FP -8, PLAP activator 1, MT1-MMP txn act 1.1, S1P2 ag -1, HIV Rev-RRE inh 2, S1P2 antag 0, EphB4 ephrin blk -6, FAK inh 0 and PLK1 inh -7.
Screening COc1cccc(NC(=O)c2ccccc2-c2nc(-c3ccc(F)cc3)no2)c1 returned Plk1 PBD FP -1, PLAP activator 1.1, MT1-MMP txn act 1.3, S1P2 ag 1, HIV Rev-RRE inh 18, S1P2 antag -3, EphB4 ephrin blk -2, FAK inh -4 and PLK1 inh -13.
Screening NS(=O)(=O)c1ccc(Nc2nc(-c3ccc(O)cc3)cs2)cc1 returned Plk1 PBD FP 14, PLAP activator 1.1, MT1-MMP txn act 0.9, S1P2 ag -4, HIV Rev-RRE inh 7, S1P2 antag -11, EphB4 ephrin blk 4, FAK inh 1 and PLK1 inh -1.

The list goes on; it opens with the 3 that closed the last part.
O=C(Nc1nnc(-c2ccc(Cl)cc2)o1)Nc1ccccc1Cl was read as Plk1 PBD FP -8, PLAP activator 1, MT1-MMP txn act 1.1, S1P2 ag -1, HIV Rev-RRE inh 2, S1P2 antag 0, EphB4 ephrin blk -6, FAK inh 0 and PLK1 inh -7.
Screening COc1cccc(NC(=O)c2ccccc2-c2nc(-c3ccc(F)cc3)no2)c1 returned Plk1 PBD FP -1, PLAP activator 1.1, MT1-MMP txn act 1.3, S1P2 ag 1, HIV Rev-RRE inh 18, S1P2 antag -3, EphB4 ephrin blk -2, FAK inh -4 and PLK1 inh -13.
Screening NS(=O)(=O)c1ccc(Nc2nc(-c3ccc(O)cc3)cs2)cc1 returned Plk1 PBD FP 14, PLAP activator 1.1, MT1-MMP txn act 0.9, S1P2 ag -4, HIV Rev-RRE inh 7, S1P2 antag -11, EphB4 ephrin blk 4, FAK inh 1 and PLK1 inh -1.
Screening O=[N+]([O-])c1ccc(NCCCN2CCOCC2)c(Cl)c1 returned Plk1 PBD FP -39, PLAP activator 0.9, S1P2 ag -4, HIV Rev-RRE inh 6, S1P2 antag 11, EphB4 ephrin blk 0, FAK inh -2 and PLK1 inh -7.
CCCCNc1nc(=S)[nH]c2cc(OC)c(OC)cc12 was read as Plk1 PBD FP -2, PLAP activator 0.9, MT1-MMP txn act 0.9, S1P2 ag -5, HIV Rev-RRE inh 5, S1P2 antag -12, EphB4 ephrin blk 2, FAK inh -5 and PLK1 inh 20.
For O=C(c1ccc(COc2ccc(F)cc2)o1)n1cccn1 the results were Plk1 PBD FP -7, PLAP activator 1.1, MT1-MMP txn act 1.1, S1P2 ag -6, HIV Rev-RRE inh 10, S1P2 antag 23, EphB4 ephrin blk 5, FAK inh 0 and PLK1 inh -8.
Cn1nnnc1SCc1ccccc1[N+](=O)[O-] was read as Plk1 PBD FP -25, PLAP activator 1, S1P2 ag -3, HIV Rev-RRE inh 7, S1P2 antag 25, EphB4 ephrin blk 9, FAK inh 6 and PLK1 inh -9.
For COc1cccc(Nc2ncccc2C(=O)NCc2ccccc2)c1 the results were Plk1 PBD FP -10, PLAP activator 0.6, MT1-MMP txn act 1.2, S1P2 ag -2, HIV Rev-RRE inh 52*, S1P2 antag 10, EphB4 ephrin blk -2, FAK inh 3 and PLK1 inh 8.
Screening COc1ccc(C(=O)NC2CC3CCCC(C2)N3CC(C)C)cc1OC (stereo unspecified) returned Plk1 PBD FP 2, PLAP activator 1.1, MT1-MMP txn act 1.1, S1P2 ag -5, HIV Rev-RRE inh 4, S1P2 antag -1, EphB4 ephrin blk -6, FAK inh 3 and PLK1 inh -9.
`O=C(CSc1nnc(-c2ccc(Cl)s2)o1)N1CCCc2ccccc21` gave Plk1 PBD FP 12, PLAP activator 0.8, MT1-MMP txn act 1, S1P2 ag -5, HIV Rev-RRE inh 11, S1P2 antag 8, EphB4 ephrin blk 3, FAK inh 2 and PLK1 inh -12.
Screening CC(C)c1nnc(NC(=O)CSc2ccccc2)s1 returned Plk1 PBD FP 1, PLAP activator 0.9, MT1-MMP txn act 1.2, S1P2 ag -5, HIV Rev-RRE inh -5, S1P2 antag -15, EphB4 ephrin blk -4, FAK inh 1 and PLK1 inh -3.
`COc1ccccc1NC(=O)CN1CCN(c2ccccc2F)CC1` gave Plk1 PBD FP -8, PLAP activator 1.2, MT1-MMP txn act 1.1, S1P2 ag -5, HIV Rev-RRE inh 3, S1P2 antag 22, EphB4 ephrin blk 3, FAK inh 0 and PLK1 inh -3.
Screening C=C(C)CSC1=C(C#N)C(c2ccccc2)CC(=O)N1 (stereo unspecified) returned Plk1 PBD FP 20, MT1-MMP txn act 1, S1P2 ag -3, HIV Rev-RRE inh 2, S1P2 antag 10, EphB4 ephrin blk -2, FAK inh 0 and PLK1 inh -11.
`COc1ccc(C2c3c(oc4ccccc4c3=O)C(=O)N2c2ccccn2)cc1` (stereo unspecified) gave Plk1 PBD FP 3, PLAP activator 0.8, MT1-MMP txn act 1.2, S1P2 ag -2, HIV Rev-RRE inh 12, S1P2 antag -12, EphB4 ephrin blk -1, FAK inh -15 and PLK1 inh 38.
Screening Cc1ccccc1NC(=S)NCc1cccs1 returned Plk1 PBD FP -2, PLAP activator 0.9, MT1-MMP txn act 1, S1P2 ag -8, HIV Rev-RRE inh 1, S1P2 antag -6, EphB4 ephrin blk -6, FAK inh -1 and PLK1 inh -8.
`Cc1ccc(C(=O)Nc2ccccc2C(=O)NC(CC(=O)O)C(=O)O)cc1` (stereo unspecified) gave Plk1 PBD FP 20, PLAP activator 0.8, MT1-MMP txn act 1.3, S1P2 ag -8, HIV Rev-RRE inh 5, S1P2 antag 5, EphB4 ephrin blk 1, FAK inh -3 and PLK1 inh -6.
`CCOc1cc(S(=O)(=O)N(CC)CC)c(OCC)cc1-n1cnnn1` gave Plk1 PBD FP -32, PLAP activator 1, MT1-MMP txn act 1.2, S1P2 ag -3, HIV Rev-RRE inh 1, S1P2 antag 0, EphB4 ephrin blk -1, FAK inh 1 and PLK1 inh -12.
Screening O=C(OCc1nnc(-c2ccccc2)o1)C1CCN(S(=O)(=O)c2cccs2)CC1 returned Plk1 PBD FP 25, PLAP activator 0.8, MT1-MMP txn act 1.1, S1P2 ag -4, HIV Rev-RRE inh 12, S1P2 antag -9, EphB4 ephrin blk 1, FAK inh 6 and PLK1 inh -4.
Screening O=C(NC1=NCCS1)NC12CC3CC(CC(C3)C1)C2 returned Plk1 PBD FP 13, PLAP activator 1.2, MT1-MMP txn act 1, S1P2 ag -1, HIV Rev-RRE inh 2, S1P2 antag 18, EphB4 ephrin blk -4, FAK inh -1 and PLK1 inh -3.
For CC(NC(=O)C1CCC1)c1ccccc1 (stereo unspecified) the results were Plk1 PBD FP -8, PLAP activator 0.9, MT1-MMP txn act 1.1, S1P2 ag -4, HIV Rev-RRE inh 6, S1P2 antag 6, EphB4 ephrin blk -5, FAK inh 1 and PLK1 inh -4.
